Compound activity from PubChem.
KB-V1 cytotox – kills drug-selected multidrug resistant KB-V1 cells; 3.4% of 400,000 active; KB-V1 MDR cells viability, CellTiter-Glo, 72 h; Potency, µM (top dose mostly 46.1 µM), without a hit: top-dose activity change, negative = cytotoxicity, actives largely listed as cytotoxic; also: potency is read from the fitted curve at half-maximal effect; % is scaled to controls: 0 for no effect and ±100 for the full control effect; nearly all actives have a fitted effect of over 60% in size
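Following 72 h at 37 degrees C with compound, KB-V1 cell viability was read by CellTiter-Glo luminescence, medium being phenol-red-free DMEM plus 10% FBS; concentration-response parameters came from normalized, curve-fitted qHTS data.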
ATXN2 expr inh – inhibitors of ATXN2 expression. 0.72% of 360,000 active. Potency, µM (series often up to 57 µM), for inactives: at the highest dose activity change, negative = inhibition, most hits filed as inhibitors. HEK-293 ATXN2-luciferase reporter, luminescence, 24 h; also: potency is read from the fitted curve at half-maximal effect; % is scaled to controls: 0 for no effect and ±100 for the full control effect; nearly all actives have a fitted effect of over 55% in size
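qHTS (up to 57 uM final) was run with 24 h compound exposure of reporter cells at 37 °C. Each well was multiplexed: SteadyGlo luminescence measured ATXN2-luciferase expression after a fluorogenic Gly-Phe-AFC viability readout (25 uM final).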
SW480 rereplic – DNA re-replication induction in SW480 cells. SW480 DNA re-replication, Hoechst DNA content imaging, 48 h. Potency, µM (doses to about 46.1 µM), for the others: at the highest dose re-replication activation, hits mostly activators. 1.8% of 340,000 active; also: potency is read from the fitted curve at half-maximal effect; % of control where 0% means no effect; nearly all actives have a fitted effect of over 55% in size
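Readout is total intensity of Hoechst-stained nuclei, excited at 405 nm and collected at 500-530 nm. Compound treatment lasted 48 hr at 37 C in 5% CO2 before staining.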
KB-3-1 tox – KB-3-1 parental cell cytotoxicity. KB-3-1 viability, CellTiter-Glo ATP luminescence, 72 h. Potency, µM (doses to about 46.1 µM), without a hit: top-dose activity change, negative = cytotoxic, most hits filed as cytotoxic. 1.4% of 400,000 active; also: potency is read from the fitted curve at half-maximal effect; % is scaled to controls: 0 for no effect and ±100 for the full control effect; nearly all actives have a fitted effect of over 60% in size
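Parental KB-3-1 viability, qHTS format: 72 h compound exposure, 37 °C; CellTiter-Glo; media-only wells and DMSO plates as controls; concentration-effect fits on corrected data.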
HT1080NT lethal – kills 2HG-producing HT-1080-NT fibrosarcoma cells; Potency, µM (top dose mostly 46.1 µM), without a hit: at the top dose activity, negative = less viability, actives largely listed as cytotoxic; 1.6% of 360,000 active; HT-1080-NT fibrosarcoma viability, CellTiter-Glo ATP luminescence, 48 h;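 also: NT is the 2HG producing partner of a matched IDH1 knockdown line; potency is read from the fitted curve at half-maximal effect; 0% = DMSO-treated cells and -100% = media-only wells without cells; nearly all actives have a fitted effect of over 55% in size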
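Viability of the 2HG-overproducing fibrosarcoma line after 48 hours of compound exposure at 37 degrees C was determined by luminescence with CellTiter-Glo, and concentration-effect curves were then fitted and categorized.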
MCF10A rerep – DNA re-replication induction in MCF 10a cells. MCF 10A DNA re-replication, Hoechst nuclear intensity, 48 h. Potency, µM (series often up to 46.1 µM), for the others: at the highest dose activity, positive = re-replication, most hits filed as activators. 2.9% of 350,000 active; also: potency is read from the fitted curve at half-maximal effect; % of control where 0% means no effect; nearly all actives have a fitted effect of over 50% in size
WRN inhibitor – blocks human WRN helicase; AID 651768; WRN helicase unwinding, fluorescent forked duplex, kinetic; Potency, µM (doses to about 114 µM), for the others: at the top dose activity change, negative = inhibition, hits mostly inhibitors; 0.46% of 360,000 active; also: potency is read from the fitted curve at half-maximal effect; % is scaled to controls: 0 for no effect and ±100 for the full control effect; nearly all actives have a fitted effect of over 55% in size
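Fluorescence dequenching readout, ex 525 nm/em 598 nm, kinetic mode: forked duplex DNA (100 nM final) with adjacent fluorophore and quencher unwound by WRN (20 nM final) with 2 mM ATP. Compound preincubation 15 min, room temperature.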
HT1080 IDH1KD tx – kills HT-1080 cells with IDH1 knockdown; HT-1080 IDH1 knockdown viability, ATP luminescence, 48 h; 2% of 360,000 active; Potency, µM (top dose mostly 46.1 µM), for inactives: top-dose activity, negative = toxicity, usual class: cytotoxic;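 also: potency is read from the fitted curve at half-maximal effect; 0% = DMSO wells and -100% = cell-free medium wells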
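In this qHTS, HT-1080 cells depleted of IDH1 are exposed for 48 h at 37 °C to compound titrations. Toxicity is scored from CellTiter-Glo luminescence, with DMSO as full viability and medium alone as none.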
IL1B secr inh – inflammasome signaling inhibition, IL-1 beta readout; THP-1 LPS/ATP IL-1B secretion, AlphaLISA, 16 h; active compounds read low; activity change, % at 57.5 µM; 4.7% of 360,000 active; in the data active = activity change below about -50%; inconclusive = mostly about -30% to -49%; also: % is scaled to controls: 0 for no effect and ±100 for the full control effect
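Secreted IL-1B measured by AlphaLISA bead assay after 16 h compound exposure of THP-1 cells; compounds (final up to 57.5 uM) added 1 h before LPS (250 ng/mL) and ATP (1.25 mM) stimulation; lower signal means less secretion.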
* marks the source's active call; other numbers are inactive results; u = inconclusive; x = not tested or not shown; [ ] = another dose, or the depositor's remark. Unless noted, calls follow the shape of the dose curve; as a rule, active = well fitted curve in the direction sought with a large enough effect; inconclusive = small, poorly fitted or top-dose-only effect, or another doubt; inactive = no such curve, though single readings can be large; an effect the other way counts as inactive or inconclusive.

SMILES | KB-V1 cytotox | ATXN2 expr inh | SW480 rereplic | KB-3-1 tox | HT1080NT lethal | MCF10A rerep | WRN inhibitor | HT1080 IDH1KD tx | IL1B secr inh
Cc1cccc(CN2CCN(C3CN(Cc4cn(Cc5ccccc5C(F)(F)F)nn4)S(=O)(=O)C3)CC2)c1 (stereo not drawn) | u | -15% | x | 0% | -1% | x | 0% | -15% | -25
COc1cc2c(cc1NC(=O)CN(C)Cc1ccc(OC)c(OC)c1)oc1ccccc12 | u | -37% | 18µM* | u | u | 9.2µM* | -7% | u | -25
CSCc1ccc(C(=O)NCC(c2cccs2)N2CCOCC2)cc1 (stereo not drawn) | u | 4% | 3% | u | 3% | -6% | 11% | 5% | -8
CC(=O)N1CC(C)Sc2ccc(S(=O)(=O)NCCc3ccccc3)cc21 (stereo not drawn) | -7% | 13% | 26% | -23% | -12% | 10% | -10% | -16% | 53
CC(C)(C)C1CCCCC1NC(=O)c1ccncc1 (stereo not drawn) | -15% | 6% | 3% | -1% | -4% | 6% | 13% | -2% | 9
CC(C)C(NC(=O)c1ccccc1)C(=O)OCC(=O)N1CCCC1 (stereo not drawn) | 17% | -1% | 0% | 5% | 4% | 3% | 5% | 5% | 15
CC(=O)Nc1cccc(OCc2c(F)cccc2Cl)c1 | 6% | -2% | -19% | 23% | -10% | 28% | -4% | -15% | -21
CCOCCC(=O)Nc1ccc2c(c1)c(=O)n(C)n2-c1ccc2ccccc2c1 | u | -17% | x | 3.7µM* | u | x | -4% | 1.5µM* | 87
O=C(CN1C(=O)S/C(=C\c2cccc(Cl)c2)C1=O)NC1C=CS(=O)(=O)C1 (stereo not drawn) | -1% | 8% | u | u | -1% | 9.2µM* | 2% | 6% | -67*
O=C(Cc1ccc(Cl)cc1)SCc1ccccc1 | 0% | -1% | -5% | 5% | 16% | -3% | 5% | 11% | 7
CCCNC(=O)C(Sc1ccccc1)c1ccccc1 (stereo not drawn) | u | 3% | -4% | -3% | 14% | 11% | -13%[57.1 µM] | 6% | 12
CN(C)c1ccc(/C=C2/C=C(c3ccc4c(c3)CCCC4)OC2=O)cc1 | u | x | -4% | 4% | 4% | 13% | 1% | 11% | 10

Exported with values under each structure: five of the compounds above
Each structure is followed by: KB-V1 cytotox	ATXN2 expr inh	SW480 rereplic	KB-3-1 tox	HT1080NT lethal	MCF10A rerep	WRN inhibitor	HT1080 IDH1KD tx	IL1B secr inh
- CSCc1ccc(C(=O)NCC(c2cccs2)N2CCOCC2)cc1 (stereo not drawn)
  u	4%	3%	u	3%	-6%	11%	5%	-8
- CC(=O)N1CC(C)Sc2ccc(S(=O)(=O)NCCc3ccccc3)cc21 (stereo not drawn)
  -7%	13%	26%	-23%	-12%	10%	-10%	-16%	53
- CC(C)(C)C1CCCCC1NC(=O)c1ccncc1 (stereo not drawn)
  -15%	6%	3%	-1%	-4%	6%	13%	-2%	9
- CC(C)C(NC(=O)c1ccccc1)C(=O)OCC(=O)N1CCCC1 (stereo not drawn)
  17%	-1%	0%	5%	4%	3%	5%	5%	15
- CC(=O)Nc1cccc(OCc2c(F)cccc2Cl)c1
  6%	-2%	-19%	23%	-10%	28%	-4%	-15%	-21

Additional results follow.
SMILES | KB-V1 cytotox | ATXN2 expr inh | SW480 rereplic | KB-3-1 tox | HT1080NT lethal | MCF10A rerep | WRN inhibitor | HT1080 IDH1KD tx | IL1B secr inh
O=C(NCC1CCCO1)c1cc(-c2ccc(F)cc2)no1 (stereo not drawn) | u | x | u | u | 7% | -3% | 2% | -1% | 18
O=C(Nc1cccnc1)C1CCCN(S(=O)(=O)c2cccc3nsnc23)C1 (stereo not drawn) | -19% | -20% | -3% | -18% | -5% | 5% | -8% | -10% | 4
CN(/N=C/c1ccncc1)c1cnc2ccccc2n1 | u | 60%[activator] | -1% | 14% | -26% | 15% | -10% | -21% | 25
Cc1cc2cc3c(cc2nc1SCC(=O)N1CCN(C(=O)c2ccco2)CC1)OCO3 | -29% | 8% | 10% | 0% | 4% | -4% | -15%[57.1 µM] | 16% | u
COC(=O)c1ccc(CN2C(=O)c3ccccc3C2=O)cc1 | u | -21% | -3% | 11% | 11% | -5% | -5% | 15% | 3
COc1ccc2cc3c(N)c(C(=O)NCc4ccco4)sc3nc2c1 | u | 25% | 20% | -4% | 14% | u | -18% | 5% | -63*
COc1ccc(CN(C)C(C)C(=O)N(C)CC(=O)Nc2ccc(C)cc2)cc1F (stereo not drawn) | -4% | x | -2% | -1% | 0% | -1% | -6% | 0% | -5
O=C(CN1CCC2(CC1)OCCO2)c1c[nH]c2ccccc12 | -1% | 6% | -8% | 12% | 1% | 5% | 1% | -7% | 27
O=C(CCN1CCN(c2ccccc2)CC1)NNC(=S)Nc1ccccc1Cl | u | -23% | 3% | -10% | 4% | -1% | -20% | 6% | 33
CCN(C(=O)Cn1nc(C)n2c(cc3cc(C)ccc32)c1=O)c1ccccc1 | 10% | -9% | 1% | 12% | -1% | -2% | -1% | -1% | -51*
Cc1cc(C)n2nc(C(=O)Nc3ccc4c(c3)CCC4)nc2n1 | u | 13% | 1% | -12% | 8% | 6% | -1% | 10% | 33
Cc1ccc(NC(=O)CSc2ncccn2)cc1S(=O)(=O)N1CCOCC1 | u | 10% | -7% | 11% | 4% | -2% | 2% | 13% | 9
COc1ccccc1NC(=O)C(C)OC(=O)/C=C/c1ccc2ccccc2n1 (stereo not drawn) | 4% | 21% | -4% | 11% | 1% | u | -6% | -3% | 7
Cc1cc(C)nc(Nc2nc(C(N)Cc3ccccc3)cs2)n1 (stereo not drawn) | -27% | 9% | x | u | 5.8µM* | x | 4% | 7.3µM* | 7
CC[N+]1(CC)CC2=Cc3c(ccc4ccccc34)C(C)C2C1 (stereo not drawn) | 18% | 5% | u | -13% | 8% | u | 10% | 3% | -16
O=S(=O)(CCc1nc2ccccc2[nH]1)c1ccc(Br)cc1 | -25% | 21% | u | -5% | -3% | u | -1% | -3% | -10
O=C1CC(Cc2ccc(Br)cc2)C(=O)N1c1ccccc1 (stereo not drawn) | u | -9% | 22% | -6% | -4% | 16% | 3% | -3% | 0
O=C(Nc1ccccc1C(F)(F)F)c1cc(-c2ccccc2O)on1 | 18% | 41%[activator] | 0% | 0% | 4% | -17% | 7% | -2% | 16
COc1ccc(C(=O)N(Cc2ccccc2)c2cccc(C)c2)cc1 | -11% | 20% | -2% | -16% | -21% | u | 1% | -17% | 13
CCn1c(CNC(=O)c2ccco2)nnc1SCC(=O)c1ccccc1 | -2% | x | -3% | -1% | -4% | 2% | 5% | 1% | -9
COc1ccc(-c2nnc(SCC(=O)Nc3cc(S(=O)(=O)N4CCCCC4)ccc3Cl)n2N)cc1 | -24% | 1% | 2% | -3% | 0% | 6% | 5% | 0% | 1
O=C(Nc1ccccc1C(=O)NCc1cccnc1)c1ccco1 | -3% | 0% | -9% | 10% | 5% | -2% | -2% | 7% | -2
CCC(C)NC(=O)CSc1nnc(-c2cc(-c3cccs3)nc3ccccc23)o1 (stereo not drawn) | -17% | -6% | 9% | -10% | 0% | u | 2% | -4% | -10
COc1ccc2nc(N3CCCC(C(=O)NCCCN4CCN(C)CC4)C3)sc2c1 (stereo not drawn) | 7% | 1% | 0% | 0% | -8% | 0% | -1% | -2% | -28
CC(=O)NCCNC(=O)C1(C)Cc2c(-c3ccccc3)ccnc2O1 (stereo not drawn) | 4% | 3% | x | 0% | u | x | -5% | 1% | 8
C/C(N)=N\S(=O)(=O)c1ccc(Cl)cc1 | 4% | 0% | -9% | 0% | 6% | -7% | -15% | 5% | 18
CCNC(=S)N1CCN(C(=O)C(Cc2ccccc2)NC(C)=O)CC1 (stereo not drawn) | 4% | -37% | 5% | 6% | 4% | 0.65µM* | 3% | 1% | -6
Nc1cccc2cccc([N+](=O)[O-])c12 | 0% | -6% | 1% | -1% | -7% | 14% | -13% | -21% | 6
Cc1ccc(-n2c(-c3ccccc3)n[nH]c2=S)cc1 | 9% | 5% | 6% | 4% | 15% | 4% | -2% | 11% | 26
CCCc1cc(=O)oc2cc(C)c(CN3CCCC3)c(O)c12 | 5% | 3% | -2% | 4% | -2% | 18% | 40µM* | 4% | 39
Cn1c(=O)c2c(nc3n2CCS3)n(C)c1=O | -8% | -5% | -4% | 3% | 0% | 0% | 7% | 0% | -8
CCn1c(C)csc1=NC(=O)c1ccccc1 | 3% | 33%[activator] | -6% | 4% | 16% | 1% | -1% | 9% | -21
O=C(O)C1C2CCC(C2)C1C(=O)Nc1ccc(Cl)c(Cl)c1 (stereo not drawn) | -7% | -1% | 1% | 4% | -9% | -1% | -10% | -5% | 26
CCOc1cc(C)nc(N2CCC(C(=O)Nc3ccccc3OCC)CC2)n1 | -4% | -22% | -6% | 5% | 1% | -10% | -11% | 0% | -7
Cc1ccc(C(=O)c2ccccc2C(=O)O)c(O)c1 | -1% | -7% | -3% | 11% | 3% | u | 1% | 2% | 24
Cc1nn(CC(=O)OCC(=O)Nc2cccc(S(N)(=O)=O)c2)c(C)c1[N+](=O)[O-] | 0% | 3% | 3% | 12% | 10% | 4% | 2% | 9% | -5
O=C(Nc1nccs1)c1ccc(-c2ccccc2[N+](=O)[O-])o1 | 0% | 52%[activator] | -4% | 2% | 1% | -2% | -10%[11.6 µM] | -5% | -7
Cc1ccc(S(=O)(=O)N(C)c2ccc(C(=O)NCc3cccnc3)cc2)cc1 | 0% | 17% | -21% | -2% | -2% | 5% | 1% | -19% | 44
Fc1ccc(CNc2nc(-c3cccnc3)nc3ccccc23)cc1 | -17% | u | u | -22% | -29% | 74% | -7% | u | -69*
